APE1 inh – inhibitors of human APE1 endonuclease; recombinant APE1, TAMRA/BHQ-2 abasic DNA cleavage fluorescence; hit rate 0.35% among 350,000; Potency, µM (top dose mostly 65.8 µM), for the others: at the highest dose activity change, negative = inhibition, actives largely listed as inhibitors; P27695;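 further: plate controls were vehicle for no effect and reference inhibitor for full effect; nearly all actives have a fitted effect of over 55% in size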
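Step 1: APE1 (0.75 nM) with compound, 15 min RT. Step 2: add 50 nM fluorophore/quencher THF duplex. Step 3: three fluorescence reads 60 s apart (525/598 nm); read 3 minus read 1 = reaction progress.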
JMJD2A Tudor – blocks the human JMJD2A Tudor domain | Potency, µM (highest dose often 114 µM), for the others: at the highest dose activity change, negative = inhibition, most hits filed as inhibitors | hit rate 4.4% among 390,000 | AlphaScreen JMJD2A-Tudor / H3K4me3 peptide binding | O75164; further: on the % scale 0 is the no-effect control and ±100 the full control effect; nearly all actives have a fitted effect of over 50% in size
BAZ2B block – blocks human BAZ2B | AID 504333 | Potency, µM (highest dose often 114 µM), for the others: at the top dose activity change, negative = inhibition, actives largely listed as inhibitors | AlphaScreen BAZ2B-H3K14Ac peptide displacement | hit rate 4.4% among 360,000; further: on the % scale 0 is the no-effect control and ±100 the full control effect; nearly all actives have a fitted effect of over 60% in size
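Complex of BAZ2B and biotin-H3K14Ac (50 nM apiece) forms over 30 min at RT, then faces library compounds up to 110 uM for another 30 min; AlphaScreen beads added, 20 min dark incubation, luminescence read.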
Pol beta inh – inhibitors of human DNA polymerase beta. hit rate 1.3% among 340,000. Potency, µM (top dose mostly 114 µM), inactives show at the top dose activity change, negative = inhibition, actives largely listed as inhibitors. Pol beta primer extension/strand displacement, fluorescence kinetic. P06746. AID 485314; further: on the % scale 0 is the no-effect control and ±100 the full control effect
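Reaction started by 50 nM substrate onto compound-treated Pol beta (10 nM, 15 min preincubation, room temperature); plates read at 0 min and 10 min. Normalized concentration-effect data fitted by four-parameter Hill equation.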
Pol iota inh – blocks human DNA polymerase iota activity; Q9UNA4; Pol iota fluorescent replication assay, 10 min; Potency, µM (top dose mostly 115 µM), for the others: at the highest dose activity, negative = inhibition, hits mostly inhibitors; hit rate 1% among 390,000; AID 588590
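Fluorescent replication assay read twice, at 0 min and 10 min after adding 50 nM (final) substrate. Enzyme (10 nM) and compounds were first incubated 15 min at room temperature; enzyme-free buffer wells were negative controls.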
Pol kappa inh – DNA polymerase kappa (human) inhibition; Q9UBT6; purified Pol kappa, fluorescent DNA synthesis assay, 10 min; Potency, µM (top dose mostly 107 µM), for the others: at the top dose activity, negative = inhibition, actives largely listed as inhibitors; hit rate 0.53% among 400,000; AID 588579; further: on the % scale 0 is the no-effect control and ±100 the full control effect
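Kinetic fluorescence screen: compound preincubated 15 min RT with 10 nM enzyme; 50 nM substrate (final) initiates; reads at 0/10 min.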
G9a block – G9a (human) methyltransferase inhibition. hit rate 8.8% among 350,000. AID 504332. G9a H3K9 monomethylation, AlphaScreen, 2 h. Q96KQ7. Potency, µM (highest dose often 102 µM), without a hit: at the top dose activity, negative = inhibition, hits mostly inhibitors; further: on the % scale 0 is the no-effect control and ±100 the full control effect; nearly all actives have a fitted effect of over 75% in size
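Using a bead-based AlphaScreen, monomethylated H3K9 product from 2 h room-temperature reactions (G9a 20 nM, peptide 500 nM, SAM 20 uM) was detected with 0.5 ug/mL rabbit anti-H3K9me1 antibody.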
Pol eta inh – blocks human DNA polymerase eta activity; Q9Y253; recombinant Pol eta, fluorescent DNA replication assay; Potency, µM (top dose mostly 114 µM), for inactives: at the top dose activity change, negative = inhibition, actives largely listed as inhibitors; hit rate 1.2% among 390,000; further: on the % scale 0 is the no-effect control and ±100 the full control effect
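Pol eta (10 nM) was preincubated with compounds for 15 min at room temperature, after which fluorescent replication substrate (50 nM final) was added to start the reaction. Fluorescence was read kinetically at 0 and 10 min.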
BLM inh – Bloom syndrome helicase (human) inhibition | Potency, µM (top dose mostly 56.1 µM), for the others: at the top dose activity change, negative = inhibition, actives largely listed as inhibitors | hit rate 0.2% among 350,000 | recombinant BLM DNA unwinding, fluorescence dequenching | P54132;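 further: plate controls were vehicle for no effect and no enzyme for full effect; nearly all actives have a fitted effect of over 35% in size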
Target sequence (P54132 whole entry, looked up): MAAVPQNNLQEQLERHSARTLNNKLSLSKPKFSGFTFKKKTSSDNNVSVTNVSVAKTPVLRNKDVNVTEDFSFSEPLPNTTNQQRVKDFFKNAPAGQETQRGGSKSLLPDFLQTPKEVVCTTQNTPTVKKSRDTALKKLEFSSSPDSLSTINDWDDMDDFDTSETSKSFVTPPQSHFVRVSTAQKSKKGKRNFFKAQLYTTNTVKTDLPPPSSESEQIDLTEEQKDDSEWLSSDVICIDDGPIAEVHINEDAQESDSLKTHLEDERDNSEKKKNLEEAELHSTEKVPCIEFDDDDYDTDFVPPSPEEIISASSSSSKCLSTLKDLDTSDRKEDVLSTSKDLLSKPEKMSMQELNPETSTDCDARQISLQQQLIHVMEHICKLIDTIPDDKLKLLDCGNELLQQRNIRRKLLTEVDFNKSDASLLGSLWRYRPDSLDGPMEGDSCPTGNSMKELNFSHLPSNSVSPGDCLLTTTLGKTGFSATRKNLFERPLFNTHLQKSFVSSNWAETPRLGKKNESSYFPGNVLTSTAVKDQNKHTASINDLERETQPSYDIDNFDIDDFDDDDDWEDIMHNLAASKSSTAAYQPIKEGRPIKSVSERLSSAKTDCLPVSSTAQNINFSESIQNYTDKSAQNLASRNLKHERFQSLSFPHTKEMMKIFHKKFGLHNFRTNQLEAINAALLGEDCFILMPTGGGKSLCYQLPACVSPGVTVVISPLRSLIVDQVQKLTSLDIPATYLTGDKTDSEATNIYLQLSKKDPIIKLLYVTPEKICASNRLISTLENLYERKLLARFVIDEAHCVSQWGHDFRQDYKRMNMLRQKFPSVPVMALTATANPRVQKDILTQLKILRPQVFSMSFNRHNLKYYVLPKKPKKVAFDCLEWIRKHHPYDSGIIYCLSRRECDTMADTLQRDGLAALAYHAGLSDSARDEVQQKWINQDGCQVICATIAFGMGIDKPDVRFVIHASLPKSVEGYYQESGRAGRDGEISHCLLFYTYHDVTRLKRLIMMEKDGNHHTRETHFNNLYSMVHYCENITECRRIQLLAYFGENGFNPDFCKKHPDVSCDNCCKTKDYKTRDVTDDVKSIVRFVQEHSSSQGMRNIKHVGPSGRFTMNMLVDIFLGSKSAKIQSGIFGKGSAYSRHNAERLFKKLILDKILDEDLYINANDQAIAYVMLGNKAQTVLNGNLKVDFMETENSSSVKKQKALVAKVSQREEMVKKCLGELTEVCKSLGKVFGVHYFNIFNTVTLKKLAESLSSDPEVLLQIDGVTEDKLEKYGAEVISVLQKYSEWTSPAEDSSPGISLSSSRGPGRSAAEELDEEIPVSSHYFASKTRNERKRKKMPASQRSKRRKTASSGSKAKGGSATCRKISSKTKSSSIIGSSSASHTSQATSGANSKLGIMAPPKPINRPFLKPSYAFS
The depositor's hits bear a star; ? = inconclusive; . = not tested or not shown; & = joins results of further samples; [ ] = dose if it differs, or a comment. The call rests on the fitted dose curve; in most records, active means well fitted curve in the direction sought with a large enough effect; inconclusive means small, poorly fitted or top-dose-only effect, or another doubt; inactive means no such curve, though single readings can be large; an effect the other way counts as inactive or inconclusive. Potency means the concentration at half of the fitted maximal effect.

compound	APE1 inh	G9a block	BAZ2B block	Pol eta inh	BLM inh	Pol beta inh	JMJD2A Tudor	Pol kappa inh	Pol iota inh
Cc1nc(-c2cccc(S(=O)(=O)N3CCC(C)CC3)c2)cs1	-3%	-2%	14%	-12%	-5%	10%	6%	-3%	9%
CNC(=O)Nc1ccc2nc(C)sc2c1	-2%	.	-11%	9%	2%	-2%	-16%	-7%[60.1 µM]	0%
CCCNS(=O)(=O)c1ccc(NC(=O)Cc2cccs2)cc1	0%	-3%[59 µM]	0%	-5%	-4%	-29%	9%	-2%	16%
N#CC1c2ccccc2C=CN1C(=O)N(c1ccccc1)c1ccccc1 (stereo not given)	.	.	.	-26%	.	.	-10%	-7%	51%[activator]
O=C(CSc1nnc(-c2cccc(S(=O)(=O)N3CCCC3)c2)n1-c1ccccc1)Nc1ccc(C(=O)O)cc1	-2%&16%	?	50µM*	35µM*	?	32µM*	?	?	?
CC(N=C1NS(=O)(=O)c2ccccc21)C(=O)N1CCc2ccccc2C1 (stereo not given)	1%	-5%	3%	3%	0%	-11%	-1%	-10%	163%[activator]
O=C(CCC(=O)c1ccc(F)cc1)Nc1ccccc1Cl	-4%	13%[59 µM]	-1%	-4%	-3%	3%	-22%	3%[60.1 µM]	?
COc1cccc(C(=O)OCn2nnc3ccccc3c2=O)c1	-5%	17%[59 µM]	11%	-5%	-5%	1%	9%	-10%	15%
COc1cccc(NC(=O)COC(=O)CCn2c(C)csc2=O)c1	12%	5%	4%	-21%	.	.	-5%	-5%	27%
O=C(Nc1ccccc1)C1=C[C@H](c2ccc(C(F)(F)F)cc2)C[C@H](OCc2ccc(CO)cc2)O1	-6%	15%[59 µM]	-3%	-25%	-16%	-1%	-38%	-20%	9%
CCCOc1ccc(C(=O)N(Cc2cccs2)c2ccc(C)cc2)cc1	.	106%[activator][59 µM]	-1%	-14%	-10%	-24%	70%[activator]	5%	34%[activator]
COc1ccc(OC)c(NC(=O)C(=O)NNC(=O)c2cccs2)c1	-4%	?	?	-13%	4%	3%	-20%	-18%	12%
COc1ccc(C(=O)NC(=S)Nc2ccc([N+](=O)[O-])cc2C)cc1OC	3%	-45%[59 µM]	2%	-10%	-5%	-26%	-33%	0%	-3%[58.9 µM]
Cc1nn(-c2ccccc2)c(Cl)c1C(=O)Nc1nnc(C2CCCCC2)s1	0%	7%[12.7 µM]	-27%	-11%	-7%	-1%	-7%[57.1 µM]	-17%	10%
Cc1onc(-c2c(Cl)cccc2Cl)c1C(=O)N1CCOCC1	20%	-1%	79µM*	5%	1%	-1%	-8%	-25%	7%
O=C(O)c1cc(=O)c2ccc(Cl)cc2[nH]1	2%&6%&10%&-9%	16%[12.7 µM]	.	-1%[57.1 µM]	-6%&3%&-5%	-9%[57.1 µM]	.	-10%[60.1 µM]	-9%[58.9 µM]
NC(=O)c1ccc(NC(=O)COC(=O)c2ccc3ccccc3n2)cc1	4%	.	.	-7%	.	.	-6%	11%	38%[activator]
N#Cc1cc2c(nc1SCc1ccccc1)CCC2	-1%	?	1%	4%	3%	0%	-7%	-2%	-5%
COc1cc(Cl)c(C)cc1NC(=O)c1cccc(OC)c1OC	-7%	23%	37%	-8%	-9%	-8%	41%[activator]	-9%	7%
CC(NNC(=S)N1CCN(c2ccccn2)CC1)c1nccc2ccccc12 (stereo not given)	.	.	.	-17%	.	.	20µM*	-8%	20%

(cont.)
compound	APE1 inh	G9a block	BAZ2B block	Pol eta inh	BLM inh	Pol beta inh	JMJD2A Tudor	Pol kappa inh	Pol iota inh
Cc1cc(C(C)(C)C)cc(C)c1CCNC(=O)c1c(C)noc1C	20%	-28%	2%	-22%	.	.	-1%	-15%	-8%
Cc1ccc(CNC(=O)CN(C)S(=O)(=O)c2ccc(F)cc2)cc1	.	.	.	-3%	.	.	9%	10%	15%
CCOc1ccc(Cl)cc1S(=O)(=O)NCc1ccccn1	5%	-5%	-15%	-22%	-3%	21%	-12%[11.4 µM]	-5%	129%[activator]
Oc1c(Cl)cc(Cl)cc1CNn1cnnc1	15%	.	-15%	-12%	-3%	5%	-8%	0%	44%
CCOC(=O)C1CCCN(C(=O)c2cc3c(=O)[nH]c4ccc(C)cc4c3s2)C1 (stereo not given)	.	?	-13%	-12%	-1%	18%	-21%	-3%	4%
CCOc1ccc(CCNC(=O)CSCC(=O)Nc2ccc(OC)cc2)cc1OCC	6%	-2%[12.7 µM]	1%	-6%	.	.	-7%	4%	-16%
COc1ccc(S[C@@H](CCN2CC[C@H](C)CCC2=O)c2ccccc2)cc1	-14%	15%[2.33 µM]	14%	-23%	.	.	21%	-2%&7%	8%&46%
Cc1ccc(S(=O)(=O)/N=C(/Nc2ccc(F)cc2F)c2ccccc2)cc1	5%	14%	-8%	-17%	-6%	14%	-19%	-7%	25%
Cc1ccc(CCNS(=O)(=O)c2cc(-c3cc(C)no3)ccc2C)cc1	.	0%[59 µM]	-3%	-7%	-13%	1%	10%	-4%	12%
CC(C)(C)c1cc(CCC(=O)NCC2CCCO2)cc(C(C)(C)C)c1O (stereo not given)	-6%	.	-5%	-2%	-15%	10%	-8%	-6%	35%[activator]
CC(C)(C)OC(=O)N(Cc1ccccc1)Cc1ccc(OCc2cccc(NC(=O)c3ccccc3)c2)cc1	.	.	.	-22%	.	.	-25%	-13%	31%
CC(=O)N1c2ccc(S(=O)(=O)N3CCCCCC3)cc2CC1C(=O)NCc1ccccc1 (stereo not given)	.	7%[59 µM]	-11%	-10%	-2%	14%	-11%	-10%[60.1 µM]	9%
COc1cccc(-c2ccc(-c3noc(-c4ccccc4F)n3)c(OC)n2)c1	-3%	15%[12.7 µM]	35%	-10%	-6%	1%	28%	0%	-1%
Cc1cc(C)c2c3c(c(-c4ccccc4)n2n1)c(=O)n(C)c(=O)n3C	.	.	.	-14%	.	.	-15%	-6%	76%[activator]
O=C(NCC1CCCCC1)c1cc(S(=O)(=O)N2CCCCC2)ccc1N1CCOCC1	1%	?	-21%	-4%	-3%	12%	-12%	-7%	8%
Cc1nnc(NC(=O)C2CCN(c3cnccn3)CC2)s1	7%	.	7%	-13%	-2%	16%	-2%	-4%	-2%
COC(=O)C/C=C/[C@@H](C)[C@@H](/C=N/OC[C@H]1O[C@H](c2ccccc2)C=C[C@@H]1Oc1ccc(OC)cc1)NS(=O)(=O)c1ccc(C)cc1	?	?	-21%	.	-10%	19%	.	.	.
COc1ccc(Cl)cc1NC(=O)C1CCCN(c2ncnc3c2nc2n3CCCCC2)C1 (stereo not given)	0%	5%	-14%	-8%	-1%	79%	-14%	6%	13%
C=C(C)CN(CC)C(=O)CSc1nc2ncc(Cl)cc2[nH]1	-4%	-17%[59 µM]	6%	14%	-8%	15%	-23%	0%	?
COc1ccc(C(C)=O)cc1COc1ccccc1[N+](=O)[O-]	2%	5%	.	0%	1%	-24%	-4%	-9%	7%

Next structures
compound	APE1 inh	G9a block	BAZ2B block	Pol eta inh	BLM inh	Pol beta inh	JMJD2A Tudor	Pol kappa inh	Pol iota inh
Cc1ccc(CN(C)C(=O)c2cc(S(=O)(=O)N3CCOCC3)ccc2F)o1	-10%	.	.	4%	.	.	-4%	-16%	-21%
CC1(C)C2CCC(C2)C1(C)NC(=O)CN1CCCC1 (stereo not given)	19%	5µM*	?	-9%	-4%	6%	28µM*	-11%	190%[activator]
O=C1c2ccccc2C(Nc2cccnc2)N1Cc1ccccc1Cl (stereo not given)	1%	?	4%	-9%	-2%	1%	-11%	14%	-6%
Cc1nnc(N(C)C(=O)c2ccc3c(c2)OCO3)s1	5%	-8%	0%	-2%	-7%	21%	-7%	3%	16%
CC(=O)Oc1ccc(Cn2cnc3cc4ccccc4cc32)cc1	3%	-14%[59 µM]	4%	-3%	-4%	-14%	-5%	-17%	1%
COc1cccc(C(c2c(NC(=O)c3ccccc3)sc(C)c2C)N2CCN(C)CC2)c1 (stereo not given)	2%	?	?	-8%	-14%	11%	?	-5%	8%
C=CCC[C@H](Cc1ccc(F)cc1)C(=O)OC[C@H](Cc1c[nH]c2ccccc12)NC(=O)[C@H](CC=C)CC(=O)NCCO	-14%	.	.	-23%	.	.	?	-14%	-11%
c1cc(-c2nn[nH]n2)ccc1CN1CCCCC1	17%	-40%	-4%	-4%	1%	13%	-7%	-10%	-3%
COc1ccc(CCC(N)=O)cc1OC	0%	?	5%	-4%	-4%	31%	-16%	-11%	-6%
CCOC(=O)c1ccc(NC(=S)Nc2ccc3[nH]c(=O)[nH]c3c2)cc1	10%	.	-6%	-5%	-4%	20%	-10%	-10%	18%
O=C(NC1CC(=O)N(c2ccccc2)C1)C1CCCCC1 (stereo not given)	.	-5%[59 µM]	-2%	-8%	2%	0%	3%	-7%[60.1 µM]	19%
Cc1cc(C(=O)CC#N)c(C)n1-c1c(C)n(C)n(-c2ccccc2)c1=O	2%	-14%	-16%	-12%	-10%	-28%	?	-3%	84%[activator]
COc1cc(COc2ccc3c(C)c(CCC(=O)O)c(=O)oc3c2)cc(OC)c1OC	2%	19%	-16%	-4%	-5%	22%	-11%	7%	52%[activator]
Nc1nonc1-n1nnc(C(=O)N/N=C/c2ccccc2)c1CSc1ccc(Cl)cc1	0%	-10%	-1%	-17%	5%	22%	5%	-21%	6%
C=CC[C@@H](CC(=O)N(CCO)Cc1ccccc1)C(=O)N[C@H](COC(=O)[C@@H](CC=C)CC(=O)OC(C)(C)C)Cc1c[nH]c2ccccc12	-22%	.	.	-30%	.	.	?	-5%	15%

A different layout for some results above.
Cc1cc(C(=O)CC#N)c(C)n1-c1c(C)n(C)n(-c2ccccc2)c1=O
  APE1 inh: 2% | G9a block: -14% | BAZ2B block: -16% | Pol eta inh: -12% | BLM inh: -10% | Pol beta inh: -28% | JMJD2A Tudor: ? | Pol kappa inh: -3% | Pol iota inh: 84%[activator]

COc1cc(COc2ccc3c(C)c(CCC(=O)O)c(=O)oc3c2)cc(OC)c1OC
  APE1 inh: 2% | G9a block: 19% | BAZ2B block: -16% | Pol eta inh: -4% | BLM inh: -5% | Pol beta inh: 22% | JMJD2A Tudor: -11% | Pol kappa inh: 7% | Pol iota inh: 52%[activator]

Nc1nonc1-n1nnc(C(=O)N/N=C/c2ccccc2)c1CSc1ccc(Cl)cc1
  APE1 inh: 0% | G9a block: -10% | BAZ2B block: -1% | Pol eta inh: -17% | BLM inh: 5% | Pol beta inh: 22% | JMJD2A Tudor: 5% | Pol kappa inh: -21% | Pol iota inh: 6%

These rows are one share of the data, so the mix of outcomes need not match the whole.
